L3MBTL1 inh: L3MBTL1 (human) inhibition. Potency, µM (series often up to 57.1 µM), for the others: at the highest dose activity, negative = inhibition, usual class: inhibitors. AlphaScreen L3MBTL1–H3K9me1 peptide binding. actives 0.66% (n = 230,000). Q9Y468; active means well fitted inhibition curve with a large enough effect; further: nearly all actives have a fitted effect of over 60% in size
Target sequence (Q9Y468 whole entry, looked up): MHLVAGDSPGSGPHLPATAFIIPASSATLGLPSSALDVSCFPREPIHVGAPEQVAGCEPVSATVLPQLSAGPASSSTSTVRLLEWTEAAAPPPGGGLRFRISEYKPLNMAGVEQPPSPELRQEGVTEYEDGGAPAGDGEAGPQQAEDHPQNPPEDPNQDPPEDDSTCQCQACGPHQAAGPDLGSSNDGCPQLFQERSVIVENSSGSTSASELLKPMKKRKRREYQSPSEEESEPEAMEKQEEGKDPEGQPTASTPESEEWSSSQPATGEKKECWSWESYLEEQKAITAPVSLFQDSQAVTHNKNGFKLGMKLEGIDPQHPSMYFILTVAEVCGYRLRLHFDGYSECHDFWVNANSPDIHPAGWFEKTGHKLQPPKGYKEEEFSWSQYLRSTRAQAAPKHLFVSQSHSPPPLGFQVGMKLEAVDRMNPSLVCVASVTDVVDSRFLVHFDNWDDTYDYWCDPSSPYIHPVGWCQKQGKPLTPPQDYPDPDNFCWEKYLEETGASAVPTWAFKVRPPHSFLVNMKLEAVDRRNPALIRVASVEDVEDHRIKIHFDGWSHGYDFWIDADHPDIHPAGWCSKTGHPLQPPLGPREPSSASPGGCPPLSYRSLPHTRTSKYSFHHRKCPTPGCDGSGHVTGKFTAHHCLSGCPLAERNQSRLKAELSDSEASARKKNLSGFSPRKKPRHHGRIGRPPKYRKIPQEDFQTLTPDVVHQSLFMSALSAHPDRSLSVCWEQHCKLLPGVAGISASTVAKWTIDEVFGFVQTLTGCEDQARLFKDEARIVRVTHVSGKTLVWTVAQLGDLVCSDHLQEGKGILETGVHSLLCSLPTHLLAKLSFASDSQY
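First, the protein-peptide complex forms for 30 min at room temperature (L3MBTL1 50 nM, biotinylated H3K9me1 peptide 75 nM). Next, compounds are pin-transferred and incubated 30 min. Finally, AlphaScreen beads are added and read after 30 min.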
* = called active by the depositor; & = joins results of further samples; [ ] = dose if it differs, or a comment. On the % scale 0 is the no-effect control and ±100 the full control effect; potency means the concentration at half of the fitted maximal effect. A portion of the library; the hit share may differ from the screen's.

Start of the listing, in advance (three entries):
SMILES	L3MBTL1 inh
CCOC(=O)C1=C(COC(=O)c2ccc([N+](=O)[O-])o2)NC(=O)NC1C (stereo not drawn)	-9.6%
O=C(CSc1ccccc1F)Nc1ccc2c(c1)OCO2	-5.4%
CCN(C(=S)NC(=O)c1ccco1)c1cccc2ccccc12	-10.7%

The whole of this part, previewed entries included:
SMILES	L3MBTL1 inh
CCOC(=O)C1=C(COC(=O)c2ccc([N+](=O)[O-])o2)NC(=O)NC1C (stereo not drawn)	-9.6%
O=C(CSc1ccccc1F)Nc1ccc2c(c1)OCO2	-5.4%
CCN(C(=S)NC(=O)c1ccco1)c1cccc2ccccc12	-10.7%
O=C(COc1cccc(F)c1)NNC(=O)Cc1ccc(S(=O)(=O)N2CCOCC2)s1	2.1%
COc1ccccc1C(=O)Nc1ccc(Br)c2cccnc12	6.0%
COc1ccc(CCNC(=O)c2cccc(S(=O)(=O)N3CCc4ccccc4C3)c2)cc1	2.4%
C[C@]12C(=O)N(c3cccc(Cl)c3)C(=O)N1[C@H]1c3ccccc3OC[C@@H]1[C@H]2c1ccccc1	-8.2%
COc1ccc(CC(=O)Nc2cccc(S(=O)(=O)N3CCCCC3)c2)cc1	-0.4%
CCOc1ccc(C(=O)OCC(=O)NCc2ccccc2)cc1OCC	0.5%
CC(OC(=O)C1CCCCC1)C(=O)Nc1cccc([N+](=O)[O-])c1 (stereo not drawn)	-4.2%
O=C(CNC(=O)c1ccco1)OCc1ccccc1Cl	6.8%
CN(CC(=O)Nc1ccc(N2CCOCC2)cc1)C(=O)CSc1ccccc1F	-4.1%
COc1ccc(C(CNC(=O)C(CC(C)C)NS(=O)(=O)c2ccc(C)cc2)N2CCOCC2)cc1 (stereo not drawn)	0.6%
CCCN(CC(=O)Nc1ccccc1C)C(=O)C1CC(=O)N(Cc2ccccc2)C1 (stereo not drawn)	0.5%
Cc1ccc(C)c(N2CCN(C(=O)CCc3nc(-c4cccc(Br)c4)no3)CC2)c1	5.6%
Cc1ccc(OCC(=O)Nc2ccncc2)cc1	-4.3%
Cc1c(NC(=O)COC(=O)c2cccn2C)c(=O)n(-c2ccccc2)n1C	0.1%
CN(C)c1ccc(S(=O)(=O)N2CCCCC2)cc1NC(=O)CN1C(=O)NC2(CCCC2)C1=O	-4.7%
CC(=O)c1ccc(OCC(=O)N(C)CC(=O)Nc2ccc(N3CCOCC3)cc2)cc1	-2.2%
CC(=O)Nc1ccc(Oc2ccc3c(c2)C(=O)NC3=O)cc1	9.3%

Two entries drawn at random from the list so far:
SMILES	L3MBTL1 inh
O=C(CNC(=O)c1ccco1)OCc1ccccc1Cl	6.8%
CN(C)c1ccc(S(=O)(=O)N2CCCCC2)cc1NC(=O)CN1C(=O)NC2(CCCC2)C1=O	-4.7%

(listing goes on)
SMILES	L3MBTL1 inh
COc1ccccc1C(=O)NCCC(=O)NNC(=O)c1ccccc1O	1.0%
CCCN(C(=O)Cc1csc(-c2ccccc2)n1)C1CCS(=O)(=O)C1 (stereo not drawn)	1.0%
COc1cccc(N2CCN(CC(=O)NC(=O)NC3CCCCC3)CC2)c1	-5.3%
CC1CN(S(=O)(=O)c2cccc(C(=O)N3CCC(C(N)=O)CC3)c2)CC(C)O1 (stereo not drawn)	1.5%
CCOc1ccc(S(=O)(=O)N2CCC(C(=O)OC(C)C(=O)N3CCOCC3)CC2)cc1 (stereo not drawn)	7.5%
c1cncc(-c2ccc3ncnc(NCc4cccs4)c3c2)c1	7.7%&0.4%
Cc1nn(-c2ccc(F)cc2)c(Cl)c1C(=O)NCC1CCCO1 (stereo not drawn)	2.3%
NC(=O)CCn1c(C(=O)c2cccc([N+](=O)[O-])c2)c2ccccc2[n+]1[O-]	-1.3%
O=C(CNC(=O)c1cc(S(=O)(=O)N2CCCCC2)ccc1N1CCOCC1)Nc1ccc(F)c(F)c1	-6.8%
O=C(CCNC(=O)c1ccc(Br)cc1)Nc1cc(Cl)ccc1-n1cncn1	0.6%
O=C(COC(=O)Cc1n[nH]c(=O)c2ccccc12)NNC(=O)c1ccc(Cl)cc1	-8.6%
Cc1ccc(C)c(OCCC(=O)OCC(=O)NC(=O)NC2CCCC2)c1	-2.8%
COc1ccccc1N1CCN(C2CC(=O)N(c3ccc(Cl)cc3)C2=O)CC1 (stereo not drawn)	-1.1%[2.29 µM]
CCOC(=O)C1=C(COC(=O)CCc2ccc(CC)cc2)NC(=O)NC1C (stereo not drawn)	3.3%
CC(C)N(Cc1ccccc1)C(=O)COC(=O)c1ccc(S(=O)(=O)N2CCOCC2)cc1	0.0%
CCCOc1ccc(C(=O)Nc2cccnc2)cc1	2.3%
CCCCCCCCCCOC(=O)Cn1c(COc2cccc(C)c2)[n+](C)c2ccccc21	-5.7%[2.29 µM]
Cc1ccc(NC(=O)C(C)Sc2nnc(C)n2C2CC2)cc1S(=O)(=O)N1CCOCC1 (stereo not drawn)	2.6%
COCCNC(=S)N1CCN(c2nc(-c3cccc(OC)c3)cs2)CC1	0.0%
Cc1ccc(NC(=O)CNC2CCCCC2)cc1Cl	-2.3%
NS(=O)(=O)c1ccc(CCNC(=O)C2COc3ccccc3O2)cc1 (stereo not drawn)	0.6%
COc1ccccc1CNC(=O)CN1C(=O)NC2(CCCc3sccc32)C1=O (stereo not drawn)	-2.6%
CC1(C(=O)N2CCC(CO)(Cc3cccc(C(F)(F)F)c3)CC2)CC1	-9.0%
C/C(CC(=O)Nc1ccc(N(C)C)cc1)=N\NC(=O)c1ccc(C(C)(C)C)cc1	-2.0%
COc1ccc(CCNC(=O)C2CCN(S(=O)(=O)c3ccc(SC)cc3)CC2)cc1	-2.5%
Cc1ccc(C(=O)NCCN2CCOCC2)c(Cl)c1	11.4%
CCOC(=O)Cc1csc(NC(=O)CCc2ccccc2)n1	3.0%
C[C@H]1CN([C@@H](C)CO)C(=O)c2cc(NC(=O)C3CCCCC3)ccc2O[C@H]1CN(C)C(=O)Nc1ccc2c(c1)OCO2	-1.6%
CCN(Cc1ccccc1)S(=O)(=O)c1ccc(C(=O)N(CCCN(C)C)c2nc3cc(C)cc(C)c3s2)cc1	-16.3%
Cc1ccccc1NC(=O)C(C)SCc1ccccc1 (stereo not drawn)	4.9%
O=C(NCc1ccccc1)c1onc(CS(=O)(=O)c2ccccn2)c1C(=O)NCc1ccccc1	1.9%
Cc1ccc(C(=O)Cn2c(=N)n(CCN3CCOCC3)c3ccccc32)cc1	-10.3%
COc1ccccc1C(=O)NCCC(=O)Nc1ccc(S(=O)(=O)N2CCC(C)CC2)cc1	-2.5%
COc1ccc(NS(=O)(=O)c2cc3c(cc2C)N(C(C)=O)CCO3)c(OC)c1	-5.0%
COC(=O)[C@]1(C)N[C@H](CN(C)C(=O)Nc2ccc(Cl)cc2)[C@@H]2C(=O)N(C)C(=O)[C@@H]21	10.3%
CC(C)CC(=O)OC(C)(C)[C@@H]1Cc2c(ccc3ccc(=O)oc23)O1	9.6%
CC[C@]12c3[nH]c4ccccc4c3CCN1C(=O)C(CC(=O)NCc1ccc(OC)c(OC)c1)C[C@@H]2C(=O)N1CCN(C(=O)C2CC2)CC1 (stereo partly drawn)	-0.5%
CCOc1ccc(N(Cc2cc3cc(C)ccc3[nH]c2=O)C(=O)COC)cc1	0.4%
Cc1cccc(C)c1NC(=O)CN(C)C(=O)c1ccc(N2C(=O)CCC2=O)cc1	3.0%
O=C(CN1CCN(Cc2ccccc2)CC1)NNC(=O)c1ccc(Cl)cc1	3.7%

Quoted from the listing.
L3MBTL1 inh with `CCN(Cc1ccccc1)S(=O)(=O)c1ccc(C(=O)N(CCCN(C)C)c2nc3cc(C)cc(C)c3s2)cc1` reads -16.3%
L3MBTL1 inh with `COc1ccccc1C(=O)NCCC(=O)Nc1ccc(S(=O)(=O)N2CCC(C)CC2)cc1` reads -2.5%
L3MBTL1 inh with `O=C(NCc1ccccc1)c1onc(CS(=O)(=O)c2ccccn2)c1C(=O)NCc1ccccc1` reads 1.9%
L3MBTL1 inh with `CC[C@]12c3[nH]c4ccccc4c3CCN1C(=O)C(CC(=O)NCc1ccc(OC)c(OC)c1)C[C@@H]2C(=O)N1CCN(C(=O)C2CC2)CC1` (stereo partly drawn) reads -0.5%
L3MBTL1 inh with `CCOC(=O)Cc1csc(NC(=O)CCc2ccccc2)n1` reads 3.0%
L3MBTL1 inh with `CCOc1ccc(N(Cc2cc3cc(C)ccc3[nH]c2=O)C(=O)COC)cc1` reads 0.4%
L3MBTL1 inh with `COc1ccc(NS(=O)(=O)c2cc3c(cc2C)N(C(C)=O)CCO3)c(OC)c1` reads -5.0%

Further entries
SMILES	L3MBTL1 inh
O=C(NNC(=O)c1ccccc1F)c1ccc(-n2cncn2)c([N+](=O)[O-])c1	1.0%
O=C(c1cccc(Cl)c1)N1CCCc2ccccc21	1.9%
CCN(CC(=O)Nc1ccccc1C(F)(F)F)C(=O)c1ccc2c(c1)NC(=O)CS2	7.7%
Cc1noc(C)c1NC(=O)Nc1ccc2c(c1)CC(=O)N([C@@H](C)CO)C[C@@H](C)[C@@H](CN(C)C(=O)Nc1cccc3ccccc13)O2	3.9%
COC(=O)[C@]1(Cc2ccccc2)N[C@H](CN(C)S(=O)(=O)c2ccc(F)cc2)[C@@H]2C(=O)N(Cc3ccccc3)C(=O)[C@@H]21	-7.5%
Cn1c2ccccc2c(=O)c2cc(C#CC3=CCCCC3)ccc21	-25.2%
CCCCN1C(=O)C(=O)N(CC(=O)c2cc(C)n(-c3cc(C)on3)c2C)C1=O	-4.8%
CC(=O)OCC1OC(OCc2cn(C[C@H]3CC[C@H](Cn4cc(COC5OC(COC(C)=O)C(OC(C)=O)C(OC(C)=O)C5OC(C)=O)nn4)O3)nn2)C(OC(C)=O)C(OC(C)=O)C1OC(C)=O (stereo partly drawn)	-2.4%
CCOC(=O)C1=C(C)N=c2s/c(=C/c3ccc(OCC(=O)O)cc3)c(=O)n2C1c1ccc(OC)cc1OC (stereo not drawn)	-7.0%
Cc1ccc(C(=O)Nc2ccccn2)cc1S(=O)(=O)N1CCOCC1	3.5%
COc1ccc(-c2c(-c3ccccc3OC)sc3ccccc23)cc1OC	-2.7%
COCCNC(=O)CN(C(=O)CCC(=O)Nc1ccccn1)c1cc(C)ccc1C	-5.3%
COc1ccc2nc(SCC(=O)N(C)CC(=O)Nc3ccc(F)cc3)[nH]c2c1	8.1%
CCOC(=O)C1=C(COC(=O)c2ccc(Cl)cc2[N+](=O)[O-])NC(=O)NC1C (stereo not drawn)	-5.5%
COc1cccc2sc(=NC(=O)CCS(=O)(=O)c3ccc(C)cc3)n(C)c12	-7.0%
O=C(COC(=O)c1ccccc1-n1cnnn1)c1ccc(Br)cc1	5.8%
Cc1ccn2c(=O)nc(SCC(=O)NCc3ccc4c(c3)OCO4)nc2c1	-20.5%
O=C(CC1SC(N2CCOCC2)=NC1=O)Nc1ccccc1Cl (stereo not drawn)	-10.4%
CCCCc1ccc(NS(=O)(=O)c2cccc(C(=O)N3CCCN(C)CC3)c2)cc1	-2.0%
CCOC(=O)C1=C(COC(=O)COc2cccc(C)c2C)NC(=O)NC1C (stereo not drawn)	-4.8%
O=C(N/N=C/c1ccc(O)c([N+](=O)[O-])c1)C(O)(c1ccccc1)c1ccccc1	-4.7%
CCOC(CNC(=O)CN1C(=O)COc2ccc(S(=O)(=O)N3CC(C)CC(C)C3)cc21)OCC (stereo not drawn)	2.5%
C[C@H](NC(=O)c1ccc(Cl)c(S(=O)(=O)N2CCOCC2)c1)c1nc2ccccc2[nH]1	-25.7%
COc1cccc(COC(=O)C2CCN(C(=O)c3ccc(F)cc3)CC2)c1OC	0.7%
CN(C)C(=O)c1ccc(NC(=O)COC(=O)CC23CC4CC(CC(Br)(C4)C2)C3)cc1	3.9%
CCOC(=O)c1cccc(-c2c(-c3ccccc3)ncc3cc(OC)c(OC)cc23)c1	-6.7%
Cc1ccc(NC(=O)COc2ccccc2)cc1Cl	3.5%
CCN(C(=O)COC(=O)C1=COCCO1)c1ccccc1	-0.1%
COC(=O)c1ccc(NC(=O)COc2coc(CN3CCc4ccccc43)cc2=O)cc1	-18.3%
CN(CC(=O)Nc1cccc(F)c1)C(=O)c1ccc(N2CCCCC2)c([N+](=O)[O-])c1	-16.8%
O=C(CCNC(=O)c1ccc([N+](=O)[O-])cc1)Nc1ccc(Cl)c(S(=O)(=O)N2CCOCC2)c1	-3.8%
COc1ccc(CN(C)CC(=O)N(C)CC(=O)Nc2ccccc2Br)cc1F	6.7%
Cc1cc(OC(=O)c2ccc(Cl)cc2Cl)c([N+](=O)[O-])c(=O)[nH]1	16.0%
CC(NS(=O)(=O)c1ccc2c(c1)C(C)(C)C(=O)N2C)c1ccccc1 (stereo not drawn)	-2.6%
CC(CN1CCCCC1)OC(=O)COc1ccc(Br)cc1 (stereo not drawn)	0.3%
Cc1nnc(NC(=O)c2ccc(N3CCCC3=O)cc2)s1	-0.2%
COc1ccc(NS(=O)(=O)c2cccc(C(=O)NCC(c3ccco3)N3CCCCC3)c2)cc1 (stereo not drawn)	-8.0%
O=C(CNC(=O)c1cccc(Cl)c1)NCC(c1cccs1)N1CCOCC1 (stereo not drawn)	6.6%
CCc1nn2c(=O)cc(COC(=O)c3ccc(SC)cc3OC)nc2s1	-2.7%
COc1ccc(/C=C/c2c(-c3ccc(OC)cc3)sc3ccc(N4CCOCC4)cc23)cc1	-12.0%
C#CCOCCOCCOCCNc1nc(N2CCN(C(=O)C([C@@H](C)O)n3cc([C@@H](N)CCCCN)nn3)CC2)nc(N2CCN(C(=O)[C@H](CO)n3cc([C@@H](N)C(C)C)nn3)CC2)n1 (stereo partly drawn)	1.7%
CC(CCc1ccc(O)cc1)NCCC(c1ccccc1)c1ccccc1 (stereo not drawn)	-1.7%
CC1(c2ccc3c(c2)OCCO3)NC(=O)N(CC(=O)Nc2ccccc2SCC#N)C1=O (stereo not drawn)	2.2%
Cc1ccc(CN2C(=O)C(CC(C)C)Nc3ncnc(N4CCN(c5ccccc5)CC4)c32)cc1 (stereo not drawn)	-10.0%

Compound activity from PubChem.
